TRPC6 inhibitor – blocks the mouse TRPC6 cation channel. Q61143. HEK293-TRPC6, membrane potential dye, ACh-evoked depolarization; active compounds read low. B-score at 10 µM. 310,000 compounds, 1.1% hits. AID 2553;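 active = B-score under library mean minus 3 SD, initial fluorescence not abnormally high, positive integrated signal ratio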;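 note: B-score derived from integrated fluorescence ratio over the kinetic read; more negative B-score means stronger inhibition of depolarization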
TRPC4 block – blocks the mouse TRPC4 cation channel; 300,000 compounds, 0.39% hits; Q9QUQ5; HEK293 TRPC4beta/mu-opioid, DAMGO-evoked Fluo4 calcium flux; active compounds read low; B-score at 10 µM;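 active = B-score over 3 SD under the library average, no early fluorescence shift, positive overall ratio signal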
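Signal: kinetic Fluo4 fluorescence imaging of calcium influx. Material: stable TRPC4beta/mu-opioid receptor HEK293 cells. Probe or stimulus: DAMGO in two steps, submaximal then maximal.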
HIF activator – HIF pathway transcriptional activation. U2OS HRE-luciferase reporter, luminescence; normalized: DMSO 0%, desferrioxamine 100%. activation, % at 7.5 µM (by protocol). 300,000 compounds, 0.32% hits. AID 1910;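 active = mean activation of at least 10% of the iron chelator positive control signal, with at least half of replicates also reaching 10%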
PolyA inhibitor – inhibitors of polyadenylation in S. cerevisiae. S. cerevisiae SKY197-pL101 polyadenylation reporter, beta-gal luminescence; efflux-impaired pdr1/pdr3 knockout yeast; score 100 = 6 SD above DMSO. AID 1875. 300,000 compounds, 0.02% hits. calls only at 12 µM;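 active = lowest replicate activity score at least 50, where 100 means six control SD above control mean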;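 note: yeast exposed to compound for 9 h at 30 °C; higher score means more reporter readthrough which indicates perturbed polyadenylation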
MrgX1 antag – blocks BAM8-22 activation of human MrgX1 receptor; Q96LB2; MRGX1-HEK293 calcium flux, Fluo-4, BAM8-22 antagonism; active compounds read low; B-score at 10 µM; 310,000 compounds, 1.3% hits; AID 588676;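 active = calcium-response B-score plate-corrected more than 3 library SD below zero, starting fluorescence within 5 deviations, no agonist response on first addition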;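 note: peak minus trough fluorescence over baseline after final BAM8-22 challenge near maximal dose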
Target sequence (Q96LB2 whole entry, looked up): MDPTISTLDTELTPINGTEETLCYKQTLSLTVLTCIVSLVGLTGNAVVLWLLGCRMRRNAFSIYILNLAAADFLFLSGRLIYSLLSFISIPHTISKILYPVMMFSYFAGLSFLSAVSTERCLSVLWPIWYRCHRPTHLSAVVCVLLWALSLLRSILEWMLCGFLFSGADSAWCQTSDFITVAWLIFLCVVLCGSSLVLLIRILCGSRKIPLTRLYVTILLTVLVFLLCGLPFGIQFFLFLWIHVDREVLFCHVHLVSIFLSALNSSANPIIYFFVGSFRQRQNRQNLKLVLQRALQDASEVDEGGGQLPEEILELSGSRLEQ
TRPC4 PAM – TRPC4 (mouse) allosteric potentiation; Q9QUQ5; HEK293 TRPC4beta/mu-opioid, DAMGO EC20, Fluo-4 Ca2+ flux; active compounds read high; B-score at 10 µM; 310,000 compounds, 0.42% hits; AID 2227;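 active = B-score of calcium response area above 5 SD of library B-scores, with initial fluorescence ratio within 5 SD of library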;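 note: B-score of integrated fluorescence ratio over time as area under calcium response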
TRPC4 act – activators of mouse TRPC4 channel; Q9QUQ5; HEK293 TRPC4beta/mu-opioid, Fluo4 calcium fluorescence; active compounds read high; B-score at 10 µM; 310,000 compounds, 0.49% hits; AID 2237;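 active = B-score above 5 SD of library B-scores, and initial fluorescence ratio not above library mean plus 5 SD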;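 note: positive B-score marks a calcium rise read as TRPC4 activation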
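Test system: HEK293 cells stably co-expressing mouse TRPC4beta and mu-opioid receptor | Schedule: Fluo4 dye loading 45 min at room temperature, 110 s recording | Measured by: Kinetic Fluo4 calcium fluorescence, 5 s baseline at 1 Hz | Evaluation: B score of integrated ratio | Controls: Buffer (low) and maximal DAMGO (high)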
AI-2 QS modul – Vibrio harveyi AI-2 quorum sensing modulation; Vibrio harveyi JMH597 AI-2 luminescence/OD600 ratio, 9 h; active compounds read low; strain lacks LuxN and CqsS sensors; 0 = neutral-control median; activity change, % at 7.5 µM; 300,000 compounds, 0.4% hits; in the data active = activity change below about -75%, passing the limit was not always enough;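 note: luminescence divided by OD600 gain over 9 h not by final OD600 alone; inactives centre near 13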
MrgX1 agonist – activates human MrgX1 receptor signaling; B-score at 10 µM; 310,000 compounds, 0.44% hits; MrgX1-HEK293 cells, Fluo-4 calcium fluorescence, agonist mode; active compounds read high; AID 588627;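 active = calcium response B-score plate-corrected fluorescence ratio at least 3 library SD, with starting fluorescence B-score inside 5 SD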
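Test system: Stable human MrgX1 HEK293 cell line | Schedule: Overnight plating before 1 h dye loading | Read-out basis: Baseline-normalised fluorescence change ratio, B-scored | Detection: Kinetic calcium dye fluorescence, Fluo-4 NW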
MrgX1 PAM – allosterically activates human MrgX1 receptor signaling | Q96LB2 | MrgX1-HEK293, Fluo-4 calcium flux, FDSS; active compounds read high | B-score at 10 µM | 310,000 compounds, 0.63% hits | AID 588675;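 active = plate-corrected calcium response at least 3 library SD above typical, normal starting fluorescence, not activating the receptor alone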;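 note: compound read alongside a low EC10 to EC30 dose of BAM8-22 agonist; peak minus trough fluorescence over baseline measured at the second addition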
TRPC6 activator – activates the mouse TRPC6 cation channel; Q61143; HEK293-TRPC6 membrane potential dye fluorescence; active compounds read high; B-score at 10 µM; 310,000 compounds, 0.13% hits;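 active = B-score of the integrated fluorescence ratio above library mean plus 3 SD, and starting fluorescence ratio within library mean plus 5 SD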;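 note: higher score means more depolarization so channel activation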
* marks the source's active call; other numbers are inactive results; i = inactive; x = no result given. Some of the compounds tested, so the mix of outcomes need not match the whole.

SMILES	TRPC6 inhibitor	TRPC4 block	HIF activator	PolyA inhibitor	MrgX1 antag	TRPC4 PAM	TRPC4 act	AI-2 QS modul	MrgX1 agonist	MrgX1 PAM	TRPC6 activator
CS(=O)(=O)c1cnc(-c2ccccc2)nc1Oc1ccc(Cl)cc1	i	i	-0.1	i	i	i	i	17	i	i	i
Cc1ccc(C)c(SCC(=O)NCC(c2ccco2)N2CCCCC2)c1 (configuration not stated)	i	i	-1.8	i	i	i	i	6	i	i	i
Cc1ccc(-c2sc(C(=O)NN)c(C)c2C#N)cc1	i	i	-1.0	i	i	i	i	x	i	i	i
Cc1cc(C)c2[nH]c(=O)c(CN(CC3CCCO3)C(=O)c3cnccn3)cc2c1 (configuration not stated)	i	i	-0.3	i	i	i	i	11	i	i	i
Cc1ccc(C)c(N(C(=O)c2csnn2)C(C(=O)NC2CCCCC2)c2ccncc2)c1 (configuration not stated)	i	i	0.0	i	i	i	i	3	i	i	i
CCS(=O)(=O)Nc1ccccc1C(N)=O	i	i	-1.2	i	i	i	i	15	i	i	i
O=[N+]([O-])c1cccc(N=Cc2sc3ccccc3c2O)c1	i	i	3.5	i	i	i	i	11	i	i	i
CCOC(=O)c1[nH]c(C)c(C(=O)N2CCN(c3ccccc3)CC2)c1C	i	i	0.3	i	i	i	i	10	i	i	i
CC1=C(CC(=O)c2ccc(Cl)cc2)C(=O)c2ccccc2C1=O	i	i	1.1	i	i	i	i	14	i	i	i
O=C(CCN1C(=O)/C(=C/c2ccc(Cl)cc2)SC1=S)Nc1ccc(C(=O)O)cc1	i	i	-1.5	i	i	i	i	3	i	i	i
CC1CC(C(F)(F)F)n2ncc(C(=O)O)c2N1 (configuration not stated)	i	i	0.0	i	i	i	i	-1	i	i	i
CCC1C(C#N)=C(N)OC2=C1C(=O)CC(C)(C)C2 (configuration not stated)	i	i	-0.3	i	i	i	i	28	i	i	i
O=C(Nc1nnc(-c2ccc(F)cc2)o1)c1ccco1	i	i	0.0	i	i	i	i	7	i	i	i
Oc1ccc(/C=N/NC(=S)NCCN2CCOCC2)c(O)c1	i	i	0.1	i	i	i	i	-1	i	i	i
CCCC(NC(=O)Cc1c(C)c2cc3c(C)c(C)oc3c(C)c2oc1=O)C(=O)N[C@@H](Cc1ccccc1)C(=O)O (some centres not stated)	i	i	-0.3	i	i	i	i	7	i	i	i
O=[N+]([O-])c1ccccc1/C=N/Nc1nc(N2CCCC2)nc(N2CCCC2)n1	i	i	0.4	i	i	i	i	21	i	i	i
COc1ccc(/C=C2/SC(=O)N(CCNC(=O)C3CCCN3C(=O)c3cccs3)C2=O)cc1 (configuration not stated)	i	i	0.3	i	i	i	i	15	i	i	i
CC(C)(CO)NC(=S)NCc1ccco1	i	i	0.2	i	i	i	i	6	i	i	i
Nc1nnc(Cc2ccc(Cl)cc2Cl)s1	i	i	-0.5	i	i	i	i	5	i	i	i
Cc1ccc(S(=O)(=O)NCc2ccc(C(=O)N(C)CCC#N)cc2)cc1	i	i	0.0	i	i	i	i	20	i	i	i
CC1(C)NC(=O)N(CC(O)CN2CCOCC2)C1=O (configuration not stated)	i	i	0.6	i	i	i	i	-1	i	i	i
CCC1CCCCN1S(=O)(=O)c1ccc(NC(=O)C2CCN(C(=O)c3ccco3)CC2)cc1 (configuration not stated)	i	i	-1.0	i	i	i	i	26	i	i	i
O=C(c1cc(-c2ccco2)on1)N1CCN(C(c2ccccc2)c2ccccc2)CC1	i	i	0.1	i	i	i	i	4	i	i	i
COc1cc(C2/C(=C(\O)c3ccc4c(c3)CC(C)O4)C(=O)C(=O)N2CC2CCCO2)cc(OC)c1OC (configuration not stated)	i	i	2.1	i	x	i	i	22	x	x	i
Cc1nn(Cc2ccc(Cl)cc2Cl)c(Cl)c1/C=N/NC(=O)CNc1cccc(C(F)(F)F)c1	i	i	0.0	i	i	i	i	-5	i	i	i
More results follow:
SMILES	TRPC6 inhibitor	TRPC4 block	HIF activator	PolyA inhibitor	MrgX1 antag	TRPC4 PAM	TRPC4 act	AI-2 QS modul	MrgX1 agonist	MrgX1 PAM	TRPC6 activator
OCC(O)/C=N/Nc1nc(N2CCCCC2)nc(N2CCCCC2)n1 (configuration not stated)	i	i	-0.1	i	i	i	i	-11	i	i	i
COc1ccc(NC(=O)c2c(NC(=O)CNCC(C)C)sc3c2CCC3)c(OC)c1	i	i	-0.1	x	i	i	i	16	i	i	i
CCCCCn1c(N2CCOCC2)nc2c1c(=O)n(CC(N)=O)c(=O)n2C	i	i	0.5	i	i	i	i	12	i	i	i
COc1cccc(C(CC(=O)O)NS(=O)(=O)c2ccc3c(c2)N(C(C)=O)CC(C)O3)c1 (configuration not stated)	i	i	0.6	i	i	i	i	14	i	i	i
Cc1ccc(CSc2nnc(-c3ccncc3)n2CC2CCCO2)cc1 (configuration not stated)	i	i	0.3	i	i	i	i	-6	i	i	i
CCCCn1c(CN2CCN(C)CC2)nc2ccccc21	i	i	0.0	i	i	i	i	27	i	i	i
CCOC(=O)c1sc(SC)nc1N	i	i	0.2	i	i	i	i	267	i	i	i
CCOC(=O)c1sc2ncnc(OC)c2c1C	i	i	-2.6	i	i	i	i	-9	i	i	i
O=C(Nc1cc(Cl)cc(Cl)c1)c1cccnc1	i	i	-1.3	i	i	i	i	3	i	i	i
CC[C@@]12C(=O)N(c3cccc(Br)c3)C(=O)N1[C@H](c1ccc(Cl)cc1)[C@@H]1C(=O)N(C3CCCCC3)C(=O)[C@@H]12	i	i	-0.4	i	i	i	i	19	i	i	i
COC(=O)Cn1ccc(N(C)C)c(C#N)c1=O	i	i	-0.1	i	i	i	i	12	i	i	i
COc1ccc(N2CCN(C(=O)CCc3ccccc3OC)CC2)cc1	i	i	0.2	i	i	i	i	6	i	i	i
COc1ccc([C@H]2[C@H](C(=O)C(C)(C)C)N3N=Cc4ccccc4C3C23C(=O)OC(C)(C)OC3=O)cc1 (some centres not stated)	-6*	i	-0.4	i	-6.1*	i	i	11	i	i	i
COC(=O)c1sccc1NC(=O)Nc1ccccc1OC	i	i	-0.1	i	i	i	i	10	i	i	i
CC1=NN(c2ccccc2)C(=O)/C1=C\c1cc(C)n(-c2cccnc2)c1C	i	i	1.2	i	i	i	i	21	i	i	i
Cn1nccc1C(=O)N1CCC(Cc2ccccc2)CC1	i	i	-0.4	i	i	i	i	3	i	i	i
O=C(CN1C(=O)/C(=C/c2ccccc2)SC1=S)Nc1ncc(Cc2ccccc2)s1	i	i	0.2	i	i	i	i	-4	i	i	i
COc1ccc(CNCCC2(Cc3ccccc3)CC(C)N(C)CC2C)cc1OC (configuration not stated)	i	i	0.8	i	i	i	i	-4	i	i	i
COc1ccccc1CNC(=O)CN(Cc1ccc(Cl)cc1)S(C)(=O)=O	i	i	-0.4	i	i	i	i	28	i	i	i
COc1ccccc1-n1c(C)c(C(=O)O)c2cc(OC)c3ccccc3c21	i	i	-15	i	i	i	i	24	i	i	i
CCCNC(=S)N1CCN(CC)CC1	i	i	-0.3	i	i	i	i	22	i	i	i
CCCOc1ccc(Oc2ccc(S(=O)(=O)N3CCN(C)CC3)cn2)cc1	i	i	0.3	i	i	i	i	18	i	i	i
COc1cc(C)c(Cl)cc1S(=O)(=O)N1CCSC1	i	i	0.3	i	i	i	i	14	i	i	i
CCc1ccc(NC(=O)CNC(=O)c2nn(-c3ccc(OC)cc3)c(=O)c3ccccc23)cc1	i	i	0.0	i	i	i	i	35	i	i	i
C[C@@]12CCC=C[C@H]1[C@H](c1ccc3ccccc3c1/C=C/c1ccccc1)N(Cc1ccccc1)C2=O	i	i	-1.1	i	i	i	i	24	i	i	i
Going on with the list.
SMILES	TRPC6 inhibitor	TRPC4 block	HIF activator	PolyA inhibitor	MrgX1 antag	TRPC4 PAM	TRPC4 act	AI-2 QS modul	MrgX1 agonist	MrgX1 PAM	TRPC6 activator
Cc1ccc(S(=O)(=O)NCCNc2ccc([N+](=O)[O-])cc2)cc1	-5.6*	i	0.7	i	i	i	i	15	i	i	i
O=C1CCC(C(=O)OCc2cc(=O)oc3ccc4ccccc4c23)=NN1	i	i	0.0	i	i	i	i	10	i	i	i
Cc1ccsc1/C=N/NC(=O)c1cccs1	i	i	1.5	i	i	i	i	17	i	i	i
Cn1c(CN2CCOCC2)nnc1SCc1ccccc1	i	i	-0.2	i	i	i	i	23	i	i	i
NC(=O)N/N=C/c1cc(Br)ccc1OCC(=O)NCc1ccccc1	i	i	0.1	i	i	i	i	13	i	i	i
Cc1[nH]c(C)c(S(=O)(=O)N2CCN(c3ccc(Cl)cc3)CC2)c1C(=O)N1CCCC1	i	i	x	i	i	i	i	18	i	i	i
Cc1cccc(-n2nc([N+](=O)[O-])c(N3CCN(C(=O)c4ccco4)CC3)[n+]2[O-])c1	i	i	0.0	i	i	i	i	38	i	i	i
O=C(C1CCCN(Cc2ccccc2Cl)C1)N1CCCCC1 (configuration not stated)	i	i	0.5	i	i	i	i	12	i	i	i
Cc1cc(C(=O)N2CCN(c3ccccc3)CC2)no1	i	i	-0.5	i	i	i	i	6	i	i	i
O=C(CSCc1ccc(Cl)cc1)Nc1ccc2c(c1)OCO2	i	i	1.8	i	i	i	i	-5	i	i	i
CCc1cc(C(c2ccc(F)cc2)N2CCOCC2)c(NC(=O)c2ccccc2)s1 (configuration not stated)	i	i	0.7	i	i	i	i	13	i	i	i
CN(CCC#N)C(=S)NC(=O)c1ccc(S(=O)(=O)N2CCOCC2)cc1	i	i	-0.3	i	i	i	i	48	i	i	i
CCCc1cc(C(=O)N2CCCC(N3CCN(c4ccccc4C)CC3)C2)n(C)n1 (configuration not stated)	i	i	-0.7	i	i	i	i	-5	i	i	i
Cc1cccc(C(=O)NC(C)c2ccc(-n3ccnc3)cc2)c1C (configuration not stated)	i	i	-0.5	i	i	i	i	12	i	i	i
CCn1c2ccccc2c2cc(/C=N/NC(=O)c3ccc(O)cc3)ccc21	i	i	3.0	i	-6.3*	i	i	57	i	i	i

Bioassay records as filed in PubChem.
